Bioassay records deposited in PubChem BioAssay by Southern Research Specialized Biocontainment Screening Center.
H37Rv inhibition – M. tuberculosis growth inhibition, HTS (AID 449762). M. tuberculosis H37Rv growth inhibition, 7H9 media; higher % means a stronger effect. inhibition, % at 25 µM, or IC50 in µM where a hit was titrated. hit rate 0.59% among 330,000; in the data active = a potency from the dose series; inconclusive = inhibition above about 70% without an active follow-up result;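 also: bacterial growth assessed after seven days of incubation; strong numbers were not always called active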
inhibitors of VEEV – inhibitors of VEEV TC-83 cytopathic effect, confirmation, Vero cells (AID 588727); hit rate 0.13% among 350,000; Vero cells, VEEV TC-83 cytopathic effect inhibition; higher % means a stronger effect; inhibition, % at 20 µM, or IC50 in µM where a hit was titrated; in the data active = a potency from the dose series; inconclusive = inhibition mostly from about 14% at the one dose, without a potency; inactive = the rest, 99 in 100 with inhibition below about 12%; also: strong numbers were not always called active
PhoP GFP inhibition – PhoP regulon inhibitors, Salmonella typhi PhoP promoter GFP reporter, confirmatory (AID 1850); Salmonella Typhi PhoP-promoter GFP reporter, fluorescence, 4 h; higher % means a stronger effect; inhibition, % at 50 µM, or IC50 in µM where a hit was titrated; hit rate 0.33% among 310,000; in the data active = a potency from the dose series; inconclusive = inhibition mostly from about 25% at the one dose, without a potency; inactive = the rest, 99 in 100 with inhibition below about 19%;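 also: 0% = induced wells with vehicle and 100% = uninduced wells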
M. tuberculosis – growth inhibition of non-replicating M. tuberculosis (AID 488890); Mycobacterium tuberculosis non-replicating, growth inhibition; higher % means a stronger effect; inhibition, % at 25 µM; hits with a dose series show IC50 in µM; hit rate 0.39% among 320,000; in the data active = a potency from the dose series; inconclusive = inhibition mostly from about 82% at the one dose, without a potency; inactive = the rest, 99 in 100 with inhibition below about 76%;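 also: plate controls were DMSO cells for no effect and high antibiotic wells for full effect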
influenza NS1A – H1N1 influenza NS1A inhibitors, functional cell based assay (AID 504329); NS1A functional cell-based assay, percent inhibition; higher % means a stronger effect; inhibition, % at 12.5 µM, or IC50 in µM where a hit was titrated; hit rate 0.3% among 340,000; in the data active = a potency from the dose series; inconclusive = inhibition above about 27% without an active follow-up result; also: strong numbers were not always called active
inhibitors of VEEV 10K pilot screen – recorded beside inhibitors of VEEV, whose call it bears; inhibition, %; measured here: 10K pilot screen inhibition
An asterisk follows results filed as active; i = inactive; ? = inconclusive; . = no result given. The order is random. Share with any hit: about 1.4%.

SMILES	H37Rv inhibition	inhibitors of VEEV	PhoP GFP inhibition	M. tuberculosis	influenza NS1A	others
Cc1nc2c3cc(Cl)ccc3n(CCN3CCCCC3)c2s1	-4.8%	7.3%	-6.7%	10.8%	9.8%
COc1ccc(CN(C(=O)c2ccccc2Br)C2CCS(=O)(=O)C2)cc1 (configuration not stated)	-7.0%	2.2%	-1.8%	-5.5%	11.3%
COc1cc(NC(=O)CN2CCN(c3ccccc3F)CC2)cc(OC)c1	-2.7%	1.8%	-3.1%	25.4%	-0.6%
O=c1c2c3c(sc2n(CCN2CCOCC2)c(=O)n1Cc1ccco1)CCCCC3	19.3%	i	-3.4%	21.7%	1.0%
CCOC(=O)N1CCN(Cc2c(F)cccc2F)CC1	-12.3%	0.7%	-5.5%	-1.4%	-19.5%
C/C(=N/NC(=O)c1ccccc1)c1ccc(NC(=O)C(F)(F)F)cc1	7.6%	0.1%	-8.8%	8.0%	1.7%
Cc1cccc(-c2nnc(SC(C)C(=O)N3CCOCC3)o2)c1 (configuration not stated)	-1.1%	3.8%	-6.6%	53.3%	-9.2%
COc1ccc(C(=O)NC(C)c2ccc(-n3ccnc3)cc2)c(OC)c1OC (configuration not stated)	-3.3%	1.2%	2.1%	4.6%	-12.6%
CCCCCCCCc1nnc(NC(=O)c2ccco2)s1	9.7%	i	-0.5%	8.9%	8.3%
CC(SCC(=O)NC(C)C1CC2CCC1C2)C(=O)O (configuration not stated)	-12.0%	0.3%	-16.7%	-11.8%	-1.5%
Cc1ccc(C(C)(C)NC(=O)C2CCC(=O)N(CCCN3CCOCC3)C2)cc1 (configuration not stated)	4.1%	0.6%	8.5%	-18.3%	-0.3%
CCN1CCCC1CNC(=O)C(NC(=O)C1CCC(C)CC1)C(C)C (configuration not stated)	-7.2%	i	0.5%	3.7%	-20.3%
CCCNC(=O)c1cc2nc(-c3ccccc3)cc(C(F)(F)F)n2n1	-3.8%	3.2%	-0.7%	18.1%	-4.7%
Clc1ccc(CCC(Cn2ccnc2)Sc2c(Cl)cccc2Cl)cc1 (configuration not stated)	7.79µM*	5.3%	-7.0%	?	0.7%
Cc1cc(C)nc(/N=C(\N)N2CCCCC2)n1	-6.8%	i	-2.5%	-13.5%	8.4%
Cc1cc(C(=O)CSc2nc(N)cc(N)n2)c(C)n1CC1CCCO1 (configuration not stated)	-3.7%	i	.	15.8%	3.6%
COc1ccc(C(=O)NC2CCSc3ccccc32)cc1F (configuration not stated)	2.3%	i	10.8%	30.9%	3.0%
CCN(CC)C(=O)c1nn(-c2ccccc2)c2c1C1CCC2(C)C1(C)C (configuration not stated)	-3.1%	4.2%	-7.0%	7.2%	-7.6%
Cc1ccccc1C(=O)Nc1cccc(C(=O)N/N=C/c2cc(Cl)cc([N+](=O)[O-])c2O)c1	2.3%	0.8%	47.6µM*	53.3%	6.6%
C[C@@]12C(=O)N(c3cccc(Br)c3)C(=O)N1[C@H](c1ccc(Cl)cc1)[C@@H]1C(=O)N(C3CCCCC3)C(=O)[C@@H]12	8.7%	i	-2.9%	69.1%	4.1%
CC1CC(C)CN(S(=O)(=O)c2ccc(C(=O)NCc3ccc4c(c3)OCO4)cc2)C1 (configuration not stated)	-0.7%	0.5%	-4.9%	7.6%	5.7%
CC(C)NC(=O)c1cc2n(n1)C(C(F)(F)F)CC(c1ccco1)N2 (configuration not stated)	0.2%	1.8%	10.9%	2.5%	0.5%
CC1CCCCN1C(=O)c1ccc(COc2ccc([N+](=O)[O-])cc2)o1 (configuration not stated)	-7.4%	0.5%	6.7%	42.3%	-4.8%
O=C(c1cc2c(s1)CCCC2)N1CCN(c2ccccc2)CC1	-4.5%	0.2%	1.9%	22.9%	1.6%
O=C(/C=C/c1ccc(S(=O)(=O)NCc2ccco2)cc1)NCc1ccccc1Cl	-0.7%	?	5.2%	9.7%	-0.6%
SMILES	H37Rv inhibition	inhibitors of VEEV	PhoP GFP inhibition	M. tuberculosis	influenza NS1A	others
Cn1ncc(Cl)c1C(=O)Nc1cccc(Cl)c1	2.6%	5.9%	-4.1%	29.2%	7.9%
Cc1oc(S(=O)(=O)N2CCCC2)cc1C(=O)Nc1ccc(F)cc1	4.4%	i	-17.0%	4.5%	-16.4%
CC(C(=O)NCc1ccccc1)n1cc([N+](=O)[O-])cn1 (configuration not stated)	5.9%	0.6%	-3.0%	-3.4%	-10.2%
CSc1nc(C)cc(-c2cc(C(=O)Nc3ccccc3)on2)n1	4.7%	.	4.8%	13.0%	.
CC1(C)C2CC[C@]3(C)C(CC=C4[C@@H]5C[C@@](C)(CO)[C@@H](O)C[C@]56C[C@@H](OC6=O)[C@]43C)[C@@]2(C)CC[C@@H]1O (some centres not stated)	-2.8%	2.4%	11.9%	-3.8%	0.1%
O=C(CSc1nn(-c2ccc(F)cc2)c(=S)s1)N1CCN(C(=O)c2ccco2)CC1	19.1%	0.8%	-1.6%	47.9%	6.2%
O=C(O)c1ccc(C=NN=C2c3ccccc3-c3ccccc32)cc1	.	0.2%	.	.	-9.4%
CCCN(C(=O)c1cccc(S(=O)(=O)N2CCCc3ccccc32)c1)C1CCS(=O)(=O)C1 (configuration not stated)	-5.6%	i	.	40.8%	-6.9%
COc1ccccc1Nc1nc(N)nc(CSC(=S)N2CCCCC2)n1	-4.4%	3.5%	9.4%	?	6.7%
CN1CCN(C(=O)C2CCCCC2C(=O)O)CC1 (configuration not stated)	-6.2%	0.7%	-5.4%	-12.2%	-0.7%
O=C1C2CC=C(Cl)CC2C(=O)N1c1ncn[nH]1 (configuration not stated)	-4.8%	0.6%	1.7%	-0.4%	7.1%
CCOC(=O)C1(P(=O)(c2ccc(Cl)cc2)c2ccc(Cl)cc2)CCC1	-3.6%	0.1%	-3.8%	3.2%	2.8%
CCOC(=O)c1c(NC(=O)c2ccc(S(=O)(=O)N3CCOCC3)cc2)sc2c1CC(C)(C)NC2(C)C	1.8%	2.3%	-13.9%	46.9%	-0.4%
COc1ccc(CN(CC(=O)NC2CCCC2)C(=O)CN2C(=O)COc3ccccc32)cc1	-3.7%	1.8%	-0.1%	1.0%	1.9%
O=c1ccn(Cc2ccc(F)cc2)c2ccnc(C(F)(F)F)c12	-9.1%	0.2%	-3.2%	-1.8%	0.0%
CN1C2=C(C#N)C(c3ccccc3)(C(F)(F)F)NC(=O)N2c2ccccc21 (configuration not stated)	8.4%	2.5%	-4.2%	6.5%	6.5%
CN(C(=O)C1CCOC1)c1nnc(C2CCOC2)s1 (configuration not stated)	-11.4%	i	6.9%	-12.7%	5.8%
CC1CCCCC12NC(=O)N(CC(=O)OCC(=O)NC(=O)c1ccccc1)C2=O (configuration not stated)	0.1%	2.5%	.	-7.6%	-3.2%
Fc1ccc(CNCCc2ccc3c(c2)OCO3)cc1	-0.6%	i	-1.8%	25.1%	-5.1%
O=C1OC(Nc2ccc(Br)cn2)c2ccccc21 (configuration not stated)	-5.9%	i	-1.4%	-10.6%	17.6%
O=C(Nc1cc(Cl)cc(Cl)c1)N1CCCN(Cc2ccccc2)CC1	11.1%	0.0%	11.5%	39.9%	4.4%
CCc1sc(C(=O)N(CCCOC)c2c(N)n(CC(C)C)c(=O)[nH]c2=O)cc1C	.	0.7%	.	.	-7.1%
C[C@H](NC(=O)C1CC(=O)N(c2ccc3c(c2)OCCO3)C1)C(=O)NC1CCCC1 (some centres not stated)	4.9%	1.5%	-0.8%	-3.7%	-7.3%
NC1=NC2(CCCCCC2)n2c(nc3ccccc32)N1	4.4%	0.1%	-2.0%	24.8%	-1.2%
COc1cc(Cl)c(C)cc1NC(=O)c1ccc2c(c1)OCO2	10.1%	i	-1.0%	2.8%	1.8%
SMILES	H37Rv inhibition	inhibitors of VEEV	PhoP GFP inhibition	M. tuberculosis	influenza NS1A	others
CCn1c(/N=C/c2ccc(OC)cc2O)nc2ccccc21	9.3%	1.0%	2.3%	-8.1%	-4.5%
COc1ccc(CCNc2ncnc3c2nnn3Cc2ccccc2)cc1	7.7%	6.6%	0.5%	38.9%	0.3%
CCOC(=O)C(NCc1ccccc1OC)(NC(=O)CC)C(F)(F)F (configuration not stated)	-6.7%	1.3%	-7.2%	.	-2.4%
COc1ccc(OCCC(=O)OCC(=O)NCCC2=CCCCC2)cc1	2.8%	0.7%	10.9%	54.2%	-1.6%
CCOC(=O)c1cccc2c(=O)c(C(=O)c3ccc(Cl)cc3)c(C(=O)OC)[nH]c12	-1.2%	1.2%	-5.5%	1.9%	4.8%
CCN(CC)CCNCc1cc(Cl)c(OCC(=O)Nc2ccccc2)c(OC)c1	-10.6%	2.3%	-9.0%	24.0%	-8.4%
CN(Cc1ccco1)C(=O)Cn1nc(-c2ccc(Cl)cc2)ccc1=O	2.9%	i	1.5%	-0.1%	2.8%
O=C(O)c1cc(S(=O)(=O)NCC2CCCO2)ccc1Cl (configuration not stated)	-1.6%	0.8%	-15.4%	-1.3%	6.7%
CCc1nnc(NC(=O)Cc2ccc(OCc3c(C)noc3C)cc2)s1	9.2%	9.9%	4.6%	19.6%	-0.8%
CCS(=O)(=O)N1CCN(C(=O)c2cc(OC)cc(OC)c2)CC1	-2.6%	i	-9.7%	-3.9%	6.9%
CC(C)CCN(N=O)[C@@H](Cc1ccccc1)CN(N=O)[C@@H](Cc1ccccc1)CN(C)N=O	-0.1%	0.1%	-6.9%	10.5%	-3.5%	inhibitors of VEEV 10K pilot screen=0.6
CCN(CC)C1CCN(c2nc3nonc3nc2NCCOC)C1 (configuration not stated)	2.4%	1.0%	0.2%	-5.1%	-3.5%
CCCN1C(=O)/C(=C\c2ccncc2)SC1=Nc1ccccc1	7.1%	3.7%	1.9%	31.4%	12.8%
OC(CN1CCN(c2cccc(Cl)c2)CC1)c1ccccc1 (configuration not stated)	23.9%	1.1%	6.5%	19.2%	2.3%
Cc1cc(NC(=O)Nc2ccc(F)cc2F)n(C)n1	2.6%	i	-5.7%	-6.8%	-1.1%
Cc1ccc(S(=O)(=O)NCC(c2ccc3c(c2)OCO3)N2CCOCC2)cc1 (configuration not stated)	-6.4%	i	-4.1%	0.6%	-6.1%
Cc1oc(-c2ccccc2F)nc1CN1CCC(C(=O)NCCC2=CCCCC2)CC1	-18.7%	0.3%	-13.7%	19.2%	5.1%
COc1ccc(C(=O)N/N=C/c2sc(=O)n(Cc3cccc(C(=O)O)c3)c2Cl)cc1	-4.5%	0.9%	-0.8%	23.0%	-2.2%
Cc1noc(C)c1COc1ccc(C(=O)N2CCN(S(=O)(=O)c3ccc(Cl)cc3)CC2)cc1	0.4%	i	-8.9%	-17.8%	-16.1%
CCCCN(C(=O)CSc1nnc2ccccn12)c1c(N)n(Cc2ccccc2)c(=O)[nH]c1=O	5.8%	0.3%	-6.7%	-5.4%	2.5%
O=C(CSCc1cnn(-c2ccccc2)c1-n1cccc1)NCc1ccc2c(c1)OCO2	.	i	.	.	13.0%
CC(=O)c1sc(NC(=O)C2COc3ccccc3O2)nc1C (configuration not stated)	-0.2%	1.6%	0.8%	70.0%	1.3%
CCCCCc1ccc(C2=NNC(=O)CC2)cc1	8.9%	i	4.6%	75.8%	-28.1%
CCOc1cccc2c1OC1(C)CC2NC(=O)N1c1ccc(OC)cc1 (configuration not stated)	10.1%	7.7%	-0.6%	6.5%	4.7%
CC(C)CNC(=O)c1noc2c1CCCC2	0.8%	0.6%	6.3%	.	6.7%
COc1ccc(-n2c(O)c(C=Nc3c(C)n(C)n(-c4ccccc4)c3=O)c(=O)[nH]c2=O)cc1	1.6%	0.5%	-9.7%	-4.4%	4.8%
CSc1nc(N(C)NC(=O)c2ccccc2)c2ccccc2n1	-1.2%	4.1%	-8.2%	3.3%	-0.8%
COc1ccc(S(=O)(=O)N2CCCC(C(=O)NCCc3ccccc3)C2)cc1 (configuration not stated)	6.2%	1.6%	4.1%	-17.5%	8.9%
N#CCC(=O)Nc1ccc(C(=O)OCC(=O)NNC(=O)c2ccc(Cl)cc2)cc1	0.5%	2.5%	-7.7%	-20.4%	-3.3%

A stretch from further up:
SMILES	H37Rv inhibition	inhibitors of VEEV	PhoP GFP inhibition	M. tuberculosis	influenza NS1A	others
CCn1c(/N=C/c2ccc(OC)cc2O)nc2ccccc21	9.3%	1.0%	2.3%	-8.1%	-4.5%
COc1ccc(CCNc2ncnc3c2nnn3Cc2ccccc2)cc1	7.7%	6.6%	0.5%	38.9%	0.3%
